Chronic BCR inh = blocks chronic active B-cell receptor signaling. ABC-DLBCL IkBa-CBG/CBR reporter, luminescence ratio, 4 h. Potency, µM (top dose mostly 46.1 µM), without a hit: at the top dose ratio change, negative = lower green/red ratio, hits mostly inhibitors. hit rate 0.05% among 340,000. AID 493014; active = well fitted inhibition curve with a large enough effect in the signal ratio, with a control signal flat, not every such curve was filed as active; inconclusive = small, poorly fitted or top-dose-only effect, or effect the other way, or a change in a side signal; the % refers to the signal ratio;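 also: potency is read from the fitted curve at half-maximal effect; plate controls were basal doxycycline-induced cells for no effect and cells given 10 µM MG132 for full effect; MG132 reads +100%, hits lower the ratio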
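Cell line TMD8 (human ABC DLBCL), stably expressing tet-inducible CBG68-IkBa fusion and CBR; IMDM/0.5% FBS; cpd up to 46 uM; dox induction, 4 h, 37C/5% CO2; dual luminescence; green/red ratio; MG132 control.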
Tb PFK inh = T. brucei PFK enzyme inhibition; Potency, µM (titrated, usually from 57.5 µM), without a hit: at the highest dose activity, negative = inhibition, hits mostly inhibitors; AID 485367; hit rate 0.17% among 330,000; O15648; T. brucei PFK, ADP-Glo luminescence;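 also: potency is read from the fitted curve at half-maximal effect; 0% = uninhibited 1x PFK enzyme wells and -100% = no-enzyme wells; nearly all actives have a fitted effect of over 60% in size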
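ADP-Glo luminescence quantified ADP after 45 min at room temperature, with 1.25 nM T. brucei PFK, 0.1 mM ATP and 0.5 mM fructose-6-phosphate in pH 8.0 TEA buffer. qHTS titrations up to 57 µM; curves classified by quality.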
Giardia kill = Giardia lamblia killing. Giardia lamblia trophozoite viability. activity change, % at 7.66 µM, hits read low. hit rate 0.15% among 340,000; in the data active = activity change below about -80%; inconclusive = between about -30% and that limit;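 also: parasites exposed to compound for two days anaerobically before the ATP read; % is scaled to controls: 0 for no effect and ±100 for the full control effect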
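Trophozoites 100 cells/well + cpd; 48 hrs, 37 deg C, anaerobic. ATPLite 1-Step added, 15-30 min RT, luminescence read (ATP-based viability).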
PKM2 act = PKM2 (human) enzyme activation; P14618; purified PKM2, Kinase-Glo ATP luminescence, activation; response scale: 0% is enzyme alone, no compound; Potency, µM (highest dose often 57.5 µM), inactives show at the highest dose activation, hits mostly activators; hit rate 0.34% among 260,000; also: potency is read from the fitted curve at half-maximal effect; % is scaled to controls: 0 for no effect and ±100 for the full control effect; nearly all actives have a fitted effect of over 55% in size
Target sequence (P14618 whole entry, looked up): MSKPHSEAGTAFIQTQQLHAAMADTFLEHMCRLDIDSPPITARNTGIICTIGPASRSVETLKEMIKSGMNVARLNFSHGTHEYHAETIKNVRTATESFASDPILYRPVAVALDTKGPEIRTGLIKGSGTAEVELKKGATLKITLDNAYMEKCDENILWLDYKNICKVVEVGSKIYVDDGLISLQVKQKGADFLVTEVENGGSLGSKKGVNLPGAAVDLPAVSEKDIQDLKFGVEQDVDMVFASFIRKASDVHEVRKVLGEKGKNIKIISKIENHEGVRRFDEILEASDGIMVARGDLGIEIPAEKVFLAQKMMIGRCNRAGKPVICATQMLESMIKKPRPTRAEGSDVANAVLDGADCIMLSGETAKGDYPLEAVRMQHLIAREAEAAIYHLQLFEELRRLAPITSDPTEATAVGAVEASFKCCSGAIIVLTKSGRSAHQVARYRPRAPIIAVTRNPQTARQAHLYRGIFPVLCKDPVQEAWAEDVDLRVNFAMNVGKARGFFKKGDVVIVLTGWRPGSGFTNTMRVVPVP
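Kinase-Glo luminescence reports ATP generated from ADP (0.1 mM) and PEP (0.5 mM) by purified hPK-M2 after 1 h at room temperature, pH 7.2 imidazole buffer; intermediate enzyme activity allows detecting inhibitors and activators.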
GALK inh = galactokinase (human) inhibition | hit rate 0.007% among 270,000 | Potency, µM (highest dose often 57.5 µM), inactives show at the highest dose activity change, negative = inhibition, actives largely listed as inhibitors | Purified GALK, Kinase-Glo residual ATP luminescence | AID 1868 | P51570; also: potency is read from the fitted curve at half-maximal effect; % is scaled to controls: 0 for no effect and ±100 for the full control effect
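ATP-depletion format; final 35 uM ATP, 100 uM D-galactose, 5 nM enzyme; pH 8.0 HEPES/Mg2+ buffer; 60 min RT; luminescence read 10 min after detection reagent.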
Coupling enz = coupling enzyme interference in Giardia aldolase counter-screen; coupling enzyme system counterscreen, AmpLite Red fluorescence; activity change, negative = inhibition, % at 58.2 µM, hits read low; hit rate 0.67% among 290,000; in the data active = activity change below about -30%; also: % is scaled to controls: 0 for no effect and ±100 for the full control effect
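Coupling enzymes only (glyceraldehyde-3-phosphate) + compound, at 57.5 uM final, 10 min RT; add substrate/coupling/AmpLite Red mix, 20 min RT; fluorescence ex 525/em 598 nm. Actives flag coupling-system interference.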
B2AR arrestin = agonists driving beta-arrestin recruitment to human beta2-adrenergic receptor | beta-arrestin recruitment to beta2AR, cell-based reporter | Potency, µM (top dose mostly 46.1 µM), inactives show at the top dose activation, usual class: activators | hit rate 0.02% among 330,000;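 also: potency is read from the fitted curve at half-maximal effect; 0% = DMSO controls and full agonism = EC100 isoproterenol or metaproterenol; nearly all actives have a fitted effect of over 65% in size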
S-ASM inh = inhibitors of human secretory acid sphingomyelinase. placental ASM, HMU-PC fluorogenic substrate, 60 min. Potency, µM (highest dose often 57.5 µM), without a hit: top-dose activity change, negative = inhibition, hits mostly inhibitors. hit rate 0.006% among 340,000; also: potency is read from the fitted curve at half-maximal effect
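qHTS format. ASM enzyme prepared from human placenta hydrolyses the fluorogenic substrate HMU-PC0 (9 uM final) over 60 min at 37 °C after a 10 min compound preincubation.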
Menin-MLL TR inh = menin-MLL binding inhibition, Texas Red mutant peptide. Menin + Texas Red MLL mutant peptide, fluorescence polarization. Potency, µM (titrated, usually from 61.6 µM), for the others: at the top dose FP activity change, negative = inhibition, most hits filed as inhibitors. O00255. hit rate 0.23% among 270,000; active = well fitted inhibition curve with a large enough effect in the polarisation, with a control signal flat, not every such curve was filed as active; inconclusive = small, poorly fitted or top-dose-only effect, or effect the other way, or a change in a side signal; inactive = no such curve, though single readings can be large or run the other way; the % refers to the polarisation; also: potency is read from the fitted curve at half-maximal effect; % of control where 0% means no effect; many of its hits are not listed in these tables
Target sequence (O00255 whole entry, looked up): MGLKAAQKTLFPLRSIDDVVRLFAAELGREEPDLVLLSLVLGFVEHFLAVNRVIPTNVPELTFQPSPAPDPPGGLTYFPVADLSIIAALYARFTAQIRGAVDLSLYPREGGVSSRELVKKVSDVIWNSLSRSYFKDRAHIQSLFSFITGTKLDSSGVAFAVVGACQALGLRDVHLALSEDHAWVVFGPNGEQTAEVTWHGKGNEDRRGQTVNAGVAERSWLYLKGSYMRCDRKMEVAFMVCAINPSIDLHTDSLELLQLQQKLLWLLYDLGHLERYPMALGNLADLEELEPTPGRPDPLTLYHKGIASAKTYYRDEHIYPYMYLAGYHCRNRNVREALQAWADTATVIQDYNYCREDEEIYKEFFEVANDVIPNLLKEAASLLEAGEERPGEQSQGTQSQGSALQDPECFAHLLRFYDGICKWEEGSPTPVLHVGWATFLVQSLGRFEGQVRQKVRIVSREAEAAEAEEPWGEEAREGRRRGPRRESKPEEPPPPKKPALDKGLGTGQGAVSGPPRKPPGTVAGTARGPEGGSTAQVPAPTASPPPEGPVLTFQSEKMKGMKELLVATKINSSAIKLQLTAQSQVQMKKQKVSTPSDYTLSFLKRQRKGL
a7 integrin act = activators of alpha7 integrin expression for muscular dystrophy; Potency, µM (series often up to 38.3 µM), inactives show top-dose activation, actives largely listed as activators; alpha7betagal myoblasts, beta-gal FDG fluorescence, 48 h; hit rate 0.064% among 350,000;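 also: potency is read from the fitted curve at half-maximal effect; 100% = response of the positive control SU9516; nearly all actives have a fitted effect of over 60% in size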
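Alpha7betagal+/- myoblasts (passage 13) were plated 16-24 hr, then exposed to compounds (1:260 dilution of DMSO stock) for 48 hours at 37C. After MPER lysis, β-galactosidase reporter activity was read as FDG fluorescence (ex 480/em 540) after 30 minutes.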
TSG101-PTAP inh = blocks PTAP/TSG101 interaction to inhibit HIV-1 budding; Q99816; Fluorescence polarization, FITC-PTAP peptide / Tsg101 binding; Potency, µM (titrated, usually from 115 µM), for inactives: at the highest dose activity change, negative = inhibition, hits mostly inhibitors; 340,000 tested, under 10 active; active = well fitted inhibition curve with a large enough effect in the main read-out, with a control signal flat, not every such curve was filed as active; inconclusive = small, poorly fitted or top-dose-only effect, or effect the other way, or a change in a side signal; inactive = no such curve, though single readings can be large or run the other way; also: potency is read from the fitted curve at half-maximal effect; % of control where 0% means no effect
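Fluorescence anisotropy tracks displacement of a FITC-tagged PTAP peptide (50 nM) from the Tsg101 binding domain (10 uM), following a 20 min room-temperature incubation at pH 7.5.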
* marks the source's active call; other numbers are inactive results; i = inactive; ? = inconclusive; · = no result given; [ ] = another dose, or the depositor's remark. Unless noted, calls follow the shape of the dose curve; as a rule, active = well fitted curve in the direction sought with a large enough effect; inconclusive = small, poorly fitted or top-dose-only effect, or another doubt; inactive = no such curve, though single readings can be large; an effect the other way counts as inactive or inconclusive. These rows are one share of the data (hit frequency here may not be typical).

SMILES	Chronic BCR inh	Tb PFK inh	Giardia kill	PKM2 act	GALK inh	Coupling enz	B2AR arrestin	S-ASM inh	Menin-MLL TR inh	a7 integrin act	TSG101-PTAP inh
Cc1ccc(C(c2nnnn2CS(=O)(=O)c2ccc(C)cc2)N2CCCC2)cc1 (stereo not drawn)	14%	-1%	0	-1%	1%	-1	-0.2%	-1%	-4%	?	-4%
COc1ccc2c(c1)c(C(=O)O)c(C)n2-c1ccc(Cl)cc1	2%	2%	23	·	-2%	1	0.1%	-14%	-5%	?	-4%
C[C@H]1C(=O)N(C)CCN1Cc1cn(C)nc1-c1ccc(Oc2ccccc2)cc1	?	3%	-11	0%	-1%	0	-0.2%	1%	6%	-22%	3%
O=C(NC1c2ccccc2-c2ccccc21)c1ccccc1	-7%	3%	-18	-1%	1%	0	-0.8%	1%	-3%	1%	-7%
COc1ccc(NC(=O)C2=CN3CCS(=O)(=O)N=C3C=C2)c(OC)c1	?	-9%	-10	·	·	·	0.1%	0%	·	20%	-1%
CC1CCC(NC(=O)C(C)N2C(=O)C3CCCCC3C2=O)CC1 (stereo not drawn)	3%	3%	12	·	·	·	-0.1%	1%	·	-19%	-3%
CC(=O)NC(Cc1ccc(F)cc1)C(=O)NC1CCN(C(=O)Nc2ccc(F)cc2)CC1 (stereo not drawn)	11%	-1%	1	-2%	8%	0	-0.1%	-3%	-1%	1%	-1%
COc1ccc2c(=O)c3c(=O)n(Cc4ccco4)c(C4CCCCC4)nc3oc2c1	3%	-2%	·	2%	0%	2	-0.9%	·	13%	·	·
Cc1ccc(S(=O)(=O)CCC(=O)OCC(=O)NCCc2ccc(F)cc2)cc1	-2%	0%	-21	·	·	·	-0.3%	-3%	·	-1%	-1%
CCC(=O)c1ccc(OCC(=O)OCC(=O)NCCC2=CCCCC2)cc1	0%	-1%	3	·	·	·	0.0%	6%	·	19%	-2%
Cc1ccc2[nH]c(=S)cc(C)c2c1	-10%	-3%	-13	-5%	0%	-1	?	0%	-1%	22%	-3%
COc1cc(C(=O)Nn2cnnc2)ccc1OC(F)F	2%	3%	-28	·	·	1	-1.1%	-1%	-17%	11%	-2%
O=C(Nc1ccccc1)/C(=C\c1ccc2c(c1)OCO2)NC(=O)c1ccco1	-9%	4%	-12	-3%	0%	2	-0.3%	4%	0%	-25%	-6%
COc1ccc(/C=N/NC(=O)c2cc(C)oc2C)cc1OC	?	3%	6	-4%	-2%	0	-0.1%	2%	·	6%	-2%
Cn1c(=O)n(C)c2cc(/C=N/NC(=S)NCc3ccccc3)ccc21	-8%	-1%	-22	-6%	2%	-1	-0.9%	?	-4%	16%	-4%
O=C(NCCC1CCCCN1S(=O)(=O)c1ccccc1)C(=O)NCc1ccccc1F (stereo not drawn)	6%	13%	-13	·	·	·	-0.1%	-1%	·	-7%	1%
Cc1nc(N)sc1C(=O)Nc1ccccc1	?	-1%[0.46 µM]	4	-25%	0%	4	0.2%	-1%	24%	-11%	-9%
CC(=O)c1cccc(S(=O)(=O)N2CCC(C(=O)Nc3cccc(C(=O)NC4CC4)c3)CC2)c1	-2%	-2%	-26	·	·	·	-0.1%	0%	·	17%	-4%
Cc1ccc(C)c(NC(=O)CN(C)C(=O)c2cc(C3CC3)nn2-c2ccccc2)c1	0%	-5%	-29	·	·	·	0.5%	2%	·	6%	-8%
CCc1nnc(NS(=O)(=O)c2ccc(NC(=O)c3cc(Cl)ccc3OC)cc2)s1	0%	11%	-2	·	2%	9	-0.3%	1%	34%[activator]	8%	-4%
CC(C)(C)n1nnnc1C(c1ccccn1)N1CCN(C(c2ccccc2)c2ccccc2)CC1 (stereo not drawn)	-1%	1%	-4	1%	-2%	-4	-1.4%	1%	?	8%	-1%
O=C(OCC(=O)c1ccc(Cl)s1)c1cnccn1	3%	1%	-16	3%	-2%	-1	-0.9%	·	?	-26%	-1%
Cc1cc(F)ccc1S(=O)(=O)Nc1ncnc2sc3c(c12)CCC3	?	-1%	-13	-3%	1%	1	-0.8%	-1%	16%	1%	1%
CCCCN(C)C(=O)c1nc2ccccn2c1CN1CCN(c2cnccn2)CC1	-4%	0%	2	0%	-3%	1	-0.8%	-1%	-11%	8%	0%
CCCOc1ccc(N2C(=O)CC(N(Cc3ccco3)C(=O)CC)C2=O)cc1 (stereo not drawn)	?	2%	-12	-5%	-1%	3	-0.9%	0%	·	-27%	0%
CCN(CC)c1ccc(C=C(c2nnnn2-c2ccccc2)c2nnnn2-c2ccccc2)cc1	12%	0%	1	1%	1%	-1	-1.1%	-4%	-5%	-59%[inhibitor]	?
Cc1c(Cc2ccccc2)c(=O)n2c([nH]c3ccccc32)c1C#N	?	1%	-23	3%	-5%	-16	0.5%	i	·	-8%	-12%
CN(C)S(=O)(=O)N1CCN(c2cccc(Cl)c2)CC1	-8%	-27%	10	-15%	0%	1	-0.1%	2%	2%	0%	1%
CC(=O)N1CCN(C(=O)/C(C#N)=C/c2ccc3c(c2)OCO3)CC1	?	-8%	-21	0%	-1%	1	-0.2%	2%	19%	8%	-1%
CCOCCCn1c(C)nc2c(c1=O)c1nc3ccccc3nc1n2-c1ccc(C)cc1	-1%	-5%	13	2%	2%	3	-0.2%	71%[activator]	-24%	23%	-4%
CCCCNC(=O)CSc1nnc(-c2cccc(S(=O)(=O)N3CCOCC3)c2)o1	-2%	2%	-27	·	·	·	0.1%	1%	·	-23%	0%
CC(=O)c1cccc(NC(=O)COC(=O)CCC(=O)c2cccs2)c1	-2%	-1%	-9	·	·	·	0.1%	0%	·	6%	-5%
COc1ccc(-c2cn[nH]c2-c2ccc(OCc3ccc(F)cc3)cc2O)cc1OC	?	1%	-20	0%	-1%	-11	-1.0%	-9%	·	-19%	-4%
CCC(c1nnnn1CCOC)N(Cc1ccc(C)cc1)Cc1cc2cc(OC)ccc2[nH]c1=O (stereo not drawn)	9%	-9%	-13	-4%	-1%	-28	0.0%	20%	?	19%	1%
C/C(=C\c1ccccc1)C(=O)N1CCN(Cc2ccc3c(c2)OCO3)CC1	4%	-6%	14	0%	0%	9	0.1%	6%	?	0%	-3%
CCOC(=O)C1CCN(Cc2c(O)ccc3ccccc23)CC1	?	-2%	-10	-2%	1%	2	-0.2%	10%	3%	-11%[7.66 µM]	-7%
O=C(Cn1c(CO)nc2ccccc21)NC1CCCCCC1	0%	0%	·	-7%	10%	3	-1.1%	·	-6%	·	·
Cc1c(-c2ccccc2)[n+](=O)c(-c2ccc(Cl)cc2)c(C)n1[O-]	?	0%	5	-3%	0%	-1	0.5%	-1%	-17%	-1%	-7%
O=C(c1cc2cc(Br)cc(Br)c2oc1=O)N1CCCC1	1%	3%	-19	-4%	1%	-1	-0.7%	3%	15%	-5%	-8%
NC(=O)c1c(/N=C/c2cccnc2)sc2c1CCCC2	?	0%	7	0%	-3%	1	-0.7%	32%[activator]	·	-22%	-2%
Cc1nc2oc(C(=O)c3ccccc3)c(N)c2c2c1COC(C)(C)C2	11%	1%	-11	-10%	-1%	1	-0.1%	23%	-21%	18%	1%
Cc1cc(SCc2ccc(F)cc2)nc(=O)[nH]1	1%	1%	-3	?	7%	-4	-0.1%	-6%	6%	16%	-3%
Cc1ccc(NC(=O)NCc2ccccn2)cc1Cl	3%	2%	-14	0%	-4%	-2	-0.4%	6%	-9%	-46%[inhibitor]	0%
COc1ccc(NC(=O)C(=O)NNC(=O)COc2ccc(OC)cc2)cc1	?	0%	11	·	-6%	·	-0.3%	5%	·	2%	0%
CC(C)(C)C1CCc2c(C(=O)N/N=C/c3cccs3)csc2C1 (stereo not drawn)	10%	-2%	-13	0%	·	2	0.4%	-4%	-8%	-17%	-4%
CC(=O)N(C)c1ccc(NC(=O)Nc2ccc(C)cc2)cc1	?	-4%	-2	1%	5%	0	0.0%	0%	11%	9%	0%
CC(C)Cc1cc(C(=O)NCCN2CCOCC2)no1	0%	-1%	-3	-1%	0%	2	-0.3%	2%	4%	3%	1%
O=C(Nc1ccccc1Cl)c1cccs1	-4%	-11%	-5	17%	3%	-1	0.4%	-1%	12%	-11%	-3%
Cc1ccc(-c2nnn(CC(=O)Nc3cccc4cccnc34)n2)o1	5%	-5%	-6	13%	3%	0	0.3%	-1%	?	19%	-1%
O=C(COC(=O)C12CC3CC(CC(C3)C1)C2)Nc1ccc2[nH]c(=O)[nH]c2c1	-1%	1%	12	5%	-7%	0	0.5%	0%	?	24%	0%

Screening results from PubChem.
